Screening data (PubChem)
RORa activator – RORA (human) activation. P35398. 1.5% of 65,000 active. activation, % at 10 µM. CHO-K1 Gal4-RORA LBD luciferase reporter, luminescence; percent increase over mock-subtracted basal signal;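 active = activation above the mean of all tested compounds plus 3 SD, cut at about 49% in these data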;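 note: 0% = DMSO-treated RORA cells and 100% = added signal equal to DMSO minus mock-transfected cells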
NADH coupling – inhibitors of enzymes used to reach an NAD/NADH endpoint | coupled PK/LDH NADH assays, four targets | IC50, µM (top dose mostly 10 µM), inactives show top-dose inhibition | 0.02% of 65,000 active | AID 774;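 active = single-dose screening hits from any of four coupled enzyme assays that gave an IC50 when retested across doses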;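 note: the DPM-DC format reads NADH fluorescence rather than 340 nm absorbance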
SF1 activator – activates the human nuclear receptor SF-1. activation, % at 10 µM. 1.9% of 65,000 active. CHO-K1 Gal4-SF-1 LBD luciferase reporter; % increase over DMSO SF-1-specific signal. Q13285;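 active = activation above the mean activation of all tested compounds plus 3 SD, cut at about 50% in these data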
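Material: Transient Gal4-SF-1 LBD reporter, CHO-K1 | Input: 4,000 cells/well | Dosing: One dose, 10 µM compound, 1% DMSO | Incubation: 20 h compound treatment, 37 °C | Detection: SteadyLite luciferase luminescence | Evaluation: Percent activation relative to DMSO median and mock-transfected background | Benchmarks: DMSO-treated SF-1-transfected cells as negative, DMSO-treated mock-transfected cells lacking SF-1 as background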
5HT1E antag – blocks the human 5-HT1E serotonin receptor; inhibition, % at 6 µM; CHO 5-HT1E Ga15 NFAT-bla reporter, FRET, antagonist; P28566; 0.99% of 65,000 active;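 active = inhibition above a set limit, the mean inhibition across every tested compound plus 3 SD, cut at about 29% in these data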;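 note: signal is the 460 over 535 nm emission ratio of beta-lactamase substrate; 0% = agonist plus DMSO wells and 100% = wells without agonist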
Target sequence (P28566 whole entry, looked up): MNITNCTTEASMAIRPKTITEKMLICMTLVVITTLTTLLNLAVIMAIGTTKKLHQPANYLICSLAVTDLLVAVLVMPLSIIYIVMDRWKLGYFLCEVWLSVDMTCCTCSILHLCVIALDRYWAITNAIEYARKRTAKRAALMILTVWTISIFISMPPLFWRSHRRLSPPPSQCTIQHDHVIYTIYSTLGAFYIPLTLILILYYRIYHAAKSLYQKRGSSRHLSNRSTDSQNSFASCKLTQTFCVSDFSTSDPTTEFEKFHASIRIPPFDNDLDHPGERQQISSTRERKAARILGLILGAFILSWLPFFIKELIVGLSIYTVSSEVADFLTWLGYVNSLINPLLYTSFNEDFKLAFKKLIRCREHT
HTR1A agonist – agonists of human 5-HT1a serotonin receptor; P08908; CHO 5-HT1a Ga15 NFAT-bla reporter, FRET ratio; 0% basal, 100% maximal reference agonist; activation, % at 10 µM; 0.56% of 65,000 active;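 active = activation above the screen-wide mean activation plus 3 SD, cut at about 19% in these data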;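 note: 0% = DMSO wells and 100% = 5-CT at EC100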
Target sequence (P08908 whole entry, looked up): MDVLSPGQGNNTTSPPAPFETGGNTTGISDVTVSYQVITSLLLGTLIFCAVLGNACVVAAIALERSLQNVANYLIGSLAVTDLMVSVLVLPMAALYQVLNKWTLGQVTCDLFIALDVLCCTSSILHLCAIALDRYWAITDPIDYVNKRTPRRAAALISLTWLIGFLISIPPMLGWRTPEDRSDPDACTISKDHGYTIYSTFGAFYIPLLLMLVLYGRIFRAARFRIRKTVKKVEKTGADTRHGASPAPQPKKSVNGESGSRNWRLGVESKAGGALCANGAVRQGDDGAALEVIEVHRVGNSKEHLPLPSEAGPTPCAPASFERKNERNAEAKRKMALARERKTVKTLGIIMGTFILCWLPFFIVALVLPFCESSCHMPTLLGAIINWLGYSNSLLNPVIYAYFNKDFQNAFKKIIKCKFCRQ
MMP-13 inhibitor – inhibitors of human MMP13 | inhibition, % at 4 µM | P45452 | AID 570 | MMP-13 fTHP FRET cleavage, Mca fluorescence | 0.07% of 65,000 active;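 active = inhibition above the mean of compound-free control plate wells plus 3 SD, cut at about 14% in these data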;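 note: 0% = DMSO wells and 100% = wells with reference MMP-13 inhibitor after basal subtraction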
Ecoli tolC – E. coli tolC mutant growth inhibition | E. coli BW25113 tolC mutant growth, OD615 | growth inhibition, % at 10 µM (by protocol) | 2.2% of 65,000 active;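 active = growth inhibition at or above a cutoff equal to the mean over every tested compound plus 3 SD, cut at about 60% in these data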;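 note: growth measured after 20 h incubation at 37 °C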
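Test system: tolC-deleted E. coli BW25113 | Medium: LB with kanamycin 50 µg/mL | Compound dosing: Single concentration, 10 µM final per compound | Schedule: 37 °C, 20 h exposure | Measured by: OD at 615 nm | Evaluation: Percent growth inhibition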
HTR1E agonist – agonists of human 5-HT1E serotonin receptor. CHO 5-HT1E Ga15 NFAT-bla reporter, FRET; 0% DMSO wells, 100% control agonist wells. activation, % at 6 µM. 0.69% of 65,000 active. AID 574;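 active = activation above a set limit, the screen-wide mean activation plus 3 SD, cut at about 8.5% in these data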;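 note: 100% = positive control agonist at 1 µM giving full maximal response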
5-HT1A blocker – 5-HT1a (human) receptor antagonism. inhibition, % at 10 µM. CHO 5-HT1a Ga15 NFAT-bla reporter, antagonist mode. 0.68% of 62,000 active;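 active = inhibition above the mean of all tested compounds plus 3 SD, cut at about 43% in these data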;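 note: receptor stimulated by 5-CT agonist at 100 nM near EC80; beta-lactamase reporter measured by ratiometric fluorescence of a cleavable substrate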
* = called active by the depositor; · = no result given; [ ] = remark or other dose.

Second line of a record – RORa activator	NADH coupling	SF1 activator	5HT1E antag	HTR1A agonist	MMP-13 inhibitor	Ecoli tolC	HTR1E agonist	5-HT1A blocker
CCOC(=O)Cn1c(=O)oc2cc(S(=O)(=O)N3CCc4ccccc43)ccc21
    24	3%	-44	12	-2.4	2	28	-0.6	7
Cc1ccc(C(=O)NCc2ccc3c(c2)OCO3)cc1S(=O)(=O)N1CCCCC1
    -26	1%	-2	4	-0.5	-4	46	-1.1	-1
Cn1c(=O)c2c(nc(CN3CCc4ccccc4C3)n2Cc2ccc(F)cc2)n(C)c1=O
    -11	4%	4	9	-0.8	0	31	0.7	3
CCn1c(CC(=O)Nc2cccc(OC)c2)nnc1SCC(=O)N1CCN(c2ccccc2)CC1
    1	7%	-4	-3	-0.1	5	-3	-0.2	-5
COc1ccc(CN(C(=O)CSc2nnc(-c3ccc(F)cc3)o2)c2ccc(F)cc2)cc1
    19	1%	20	-2	1.6	0	27	0.3	0
COc1ccc(-c2ccc(SCC(=O)N3CCOCC3)nn2)cc1
    18	8%	14	4	0.4	-5	-9	-0.6	0
Cc1ccc(S(=O)(=O)N2CCN(C(=O)c3cccc(F)c3)CC2)cc1
    -12	2%	20	-2	-1.1	7	0	-0.8	-2
Cc1nnc(SC(C)C(=O)NCC2CCCO2)n1-c1ccccc1 (centres undefined)
    -14	6%	9	12	-2.2	3	-4	-0.6	7
COC(=O)c1ccccc1NC(=O)c1ccco1
    -2	7%	-11	7	0.6	3	16	0.3	-7
COc1ccc(OCCCSc2ncccn2)cc1
    63*	0%	41	-2	-1.5	7	-2	-0.7	2
Cc1oc2cc(O)cc(C)c2c(=O)c1-c1cnn(-c2ccccc2)c1
    -23	2%	4	16	0.0	-2	7	-0.5	·
CCOC(=O)c1oc2ccccc2c1NC(=O)c1cccc(OC)c1
    -10	7%	-8	19	-3.4	-2	40	1.0	34
Cc1ccc(S(=O)(=O)N(C)CC(=O)N2CCc3ccccc32)cc1
    -2	16%	-2	2	-1.4	5	-12	-1.4	5
COc1ccc(C2=NOC(C(=O)NCc3ccc(F)cc3)C2)cc1 (centres undefined)
    17	4%	35	56*	-1.9	4	-8	-0.3	40
COc1ccc(OC)c(NC(=O)C(CCS(C)(=O)=O)NC(C)=O)c1 (centres undefined)
    9	2%	-4	7	-3.5	3	-18	0.2	8
O=C(O)CSc1nnc(-c2cc3ccccc3o2)n1-c1ccccc1
    -10	4%	9	-8	-2.2	-1	11	0.4	-7
CC(=O)Nc1nc(COc2ccccc2)cs1
    51*	8%	38	-12	-0.7	0	7	-0.5	-12
CC1CCCCN1C(=O)c1cc(F)c(F)cc1Cl (centres undefined)
    -12	0%	4	0	1.1	-1	-6	-0.2	-18
CCCn1c(CCC(=O)O)ccc1-c1ccc(F)cc1
    -3	8%	6	-4	-1.2	-19	18	0.6	3
Cc1cn(C2OC(COC(=O)c3ccccc3)C(O)C2O)c(=O)[nH]c1=O (centres undefined)
    -14	4%	-6	4	0.9	0	-8	-1.0	16

As entered above.
COC(=O)c1ccccc1NC(=O)c1ccco1 in 5-HT1A blocker → -7
Cc1oc2cc(O)cc(C)c2c(=O)c1-c1cnn(-c2ccccc2)c1 in HTR1A agonist → 0.0

Remaining list, next part:
Second line of a record – RORa activator	NADH coupling	SF1 activator	5HT1E antag	HTR1A agonist	MMP-13 inhibitor	Ecoli tolC	HTR1E agonist	5-HT1A blocker
COc1ccc(OC)c(C2C(C(=O)Nc3ccc(F)cc3)=C(C)Nc3nc(CCCO)nn32)c1 (centres undefined)
    7	2%	-4	-10	0.0	0	-2	0.0	3
Cn1cccc1Cc1nnc(SCC(=O)NCc2ccco2)n1CCc1ccccc1
    8	4%	-1	9	-1.2	4	8	0.3	-5
COc1ccc(C(C)=O)cc1COC(=O)c1ccc(OCc2c(C)noc2C)cc1
    -6	5%	8	0	2.3	0	-19	0.3	5
CCOC(=O)C1=C(C)N=C2SC(C)C(=O)N2C1c1ccc(OC(C)=O)c(OCC)c1 (centres undefined)
    -10	6%	-4	-14	2.3	3	-2	2.4	-14
CSc1cccc(NS(=O)(=O)c2ccccc2)c1
    -9	0%	5	0	-2.7	3	11	-1.2	16
CC(C)N(C(=O)CSc1nnc(NC(=O)C2CCC2)s1)C(C)C
    5	3%	-5	1	-1.5	4	-8	-0.1	-8
O=C(CSc1nc(-c2cccs2)cc(C(F)(F)F)n1)NCCCn1ccnc1
    -12	10%	-13	3	-3.2	6	-2	0.5	-2
COc1cc2[nH]c3c(=O)n(CCN(C(C)C)C(C)C)cnc3c2cc1OC
    -9	3%[fluoresces]	-8	-3	-0.3	-75[fluorescence artefact?]	3	0.7	·
COc1cccc(-c2nnc(NC(=O)c3ccc(S(=O)(=O)N4CC(C)OC(C)C4)cc3)o2)c1 (centres undefined)
    -36	6%	-49	1	-0.3	-2	98*	-0.7	16
CCOC(=O)C1CCN(C(=O)COc2ccc(S(=O)(=O)NC(C)C)cc2Cl)CC1
    -8	11%	-5	1	48*	5	5	0.1	-7
O=C(NCc1cccs1)C1CC(c2ccccc2O)=NO1 (centres undefined)
    17	4%	22	0	0.2	-1	8	1.3	-2
O=C(O)c1cc(-c2ccccn2)n[nH]1
    -13	7%	2	-11	-2.1	4	·	-0.2	3
COc1ccc(C2SCC(=O)N2c2c(C)n(C)n(-c3ccccc3)c2=O)cc1 (centres undefined)
    -10	5%	3	-5	-0.3	-1	-13	-0.2	-20
Nc1nc(CN2CCN(c3ccccc3F)CC2)nc(Nc2ccccc2)n1
    -10	6%	9	10	-1.1	2	16	-0.5	10
COCCn1c(C)cc(C(=O)CSc2nc(C)cc(C)c2C#N)c1C
    0	6%	-5	5	-1.4	-3	36	0.2	8
CCCC(CCC)C(=O)OC1C[C@H]2CC[C@@H](C1)[N+]2(C)C (some centres undefined)
    -15	3%	-12	9	-2.9	2	6	-0.3	·
CC1CCc2nc(NC(=O)Cc3cccs3)sc2C1 (centres undefined)
    35	4%	63*	1	2.0	4	40	-1.2	7
O=C(C1=C(O)C(=O)N(CCOCCO)C1c1cccs1)c1cccs1 (centres undefined)
    3	6%	-11	7	-1.1	-3	-17	-1.5	-5
CCCN1C(=O)c2ccccc2NC1c1ccc(OC)cc1O (centres undefined)
    20	9%[fluoresces]	-24	-3	-3.0	-75[fluorescence artefact?]	33	-0.9	4
O=C(NC1CC2CCC(C1)N2C(=O)NC1CCCCC1)NC12CC3CC(CC(C3)C1)C2 (centres undefined)
    -4	4%	-10	-3	-0.8	-5	12	-0.3	-17

The final seven entries of the part above lead into the next:
Second line of a record – RORa activator	NADH coupling	SF1 activator	5HT1E antag	HTR1A agonist	MMP-13 inhibitor	Ecoli tolC	HTR1E agonist	5-HT1A blocker
Nc1nc(CN2CCN(c3ccccc3F)CC2)nc(Nc2ccccc2)n1
    -10	6%	9	10	-1.1	2	16	-0.5	10
COCCn1c(C)cc(C(=O)CSc2nc(C)cc(C)c2C#N)c1C
    0	6%	-5	5	-1.4	-3	36	0.2	8
CCCC(CCC)C(=O)OC1C[C@H]2CC[C@@H](C1)[N+]2(C)C (some centres undefined)
    -15	3%	-12	9	-2.9	2	6	-0.3	·
CC1CCc2nc(NC(=O)Cc3cccs3)sc2C1 (centres undefined)
    35	4%	63*	1	2.0	4	40	-1.2	7
O=C(C1=C(O)C(=O)N(CCOCCO)C1c1cccs1)c1cccs1 (centres undefined)
    3	6%	-11	7	-1.1	-3	-17	-1.5	-5
CCCN1C(=O)c2ccccc2NC1c1ccc(OC)cc1O (centres undefined)
    20	9%[fluoresces]	-24	-3	-3.0	-75[fluorescence artefact?]	33	-0.9	4
O=C(NC1CC2CCC(C1)N2C(=O)NC1CCCCC1)NC12CC3CC(CC(C3)C1)C2 (centres undefined)
    -4	4%	-10	-3	-0.8	-5	12	-0.3	-17
O=C(NCc1ccc(Cl)c(Cl)c1)c1cccnc1
    -11	4%	1	5	-4.0	-4	1	-0.3	15
CSc1nnc(-c2cnccn2)n1CCCN1CCCC1=O
    2	0%	-7	2	-0.9	2	0	0.1	2
CCOc1ccc(S(=O)(=O)N2CCN(c3ccc(C)cc3C)CC2)cc1
    -2	1%	-5	21	-2.2	-7	24	0.3	14
Cn1cc(Br)c(C(=O)NC2CCCCC2)n1
    14	3%	-6	-2	-1.1	-1	4	1.2	-2
O=C(CN1C(=O)CCC1=O)Nc1nc(-c2nc3ccccc3s2)cs1
    87*	4%[fluoresces]	106*	-5	1.2	-23	10	-0.5	15
CCOC(=O)c1cnc(-n2nc(C)cc2C)nc1NCCc1ccccc1
    -12	6%	-38	20	-3.6	-9	100*	0.5	7
O=C(NCC1CCCO1)c1ccc2c(c1)N(Cc1ccccc1)C(=O)CS2=O (centres undefined)
    0	1%	22	11	-0.3	-5	-3	-1.5	-8
O=C1OCC2=C1C(c1ccc3c(c1)OCO3)Sc1ccccc1N2 (centres undefined)
    -6	5%	-5	-3	-1.9	3	47	0.0	2
CC1(C)Cc2c(c(-c3ccco3)[nH]c(=O)c2C#N)CS1
    -13	7%	-6	9	3.0	-1	10	-0.8	·
COCCSc1ccccc1C(=O)NCCCn1ccnc1
    -13	1%	-16	5	-5.1	1	-12	-1.1	2
Cc1ccc(C)c(-n2c(CNC(=O)c3ccco3)nnc2SCC(=O)Nc2nnc(C)s2)c1
    -19	3%	-5	-8	-1.8	4	-5	0.5	1
CCCCSc1nc(C)c(CC(=O)OC)c(=O)[nH]1
    1	7%	4	8	-0.4	2	-13	-1.6	6
Cc1ccc(S(=O)(=O)NCCOc2nc(N(C)C)nc(N3CCOCC3)n2)cc1
    -2	10%	4	10	-0.2	7	9	-1.1	-8
CCCCCOC(=O)Cn1c(N2CCCCCC2)nc2c1c(=O)[nH]c(=O)n2C
    -2	8%	-12	-2	2.5	0	-6	1.5	-18
CN1CCN(C2=C(Cl)C(=O)N(Cc3ccccc3)C2=O)CC1
    -9	5%	3	5	-0.3	9	3	17*	3
Cc1ccc(-n2ncc3c(N4CCN(c5ccc(F)cc5)CC4)ncnc32)c(C)c1
    12	4%	-20	5	-1.2	-3	-7	0.4	9
C=CCn1c(C)c(C(C)=O)c(N2CCOCC2)nc1=S
    26	1%	7	-1	-2.6	0	-22	-0.2	-10
Cc1nnc(SCCN2C(=O)c3ccccc3C2=O)[nH]c1=O
    -8	6%	-3	2	-2.0	-2	0	0.2	3
CC1(C)CC(=O)C(CCC(=O)c2ccccc2)C(C)(C)N1 (centres undefined)
    18	4%	12	-2	-0.4	-1	-3	0.3	1
COc1cc(C2c3c(oc4ccccc4c3=O)C(=O)N2Cc2ccncc2)ccc1O (centres undefined)
    3	3%	-4	17	1.0	-6	-12	0.5	-10
